# Neddylation inh = inhibitors of cullin neddylation, primary screen, biochemical, TR-FRET, uHTS, NAE and Ubc12 | NEDD8-conjugating enzyme Ubc12 (Homo sapiens) + NEDD8-activating enzyme E1 regulatory … | calls only at 25 µM | actives 0.58% (n = 360,000); in the data active = inhibition above about 36%
# TbMetRS inhib = T. brucei MetRS inhibitors, primary screen, biochemical, luminescence. purified T. brucei MetRS, ATP depletion, Kinase-Glo luminescence. inhibition, % at 11.9 µM. actives 0.4% (n = 360,000). AID 624268, 2012;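 active = inhibition above a per-plate cutoff of the control wells' mean inhibition plus 3 SD, cut at about 5.5% in these data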;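 note: 0% = DMSO wells median and 100% = median of wells with control inhibitor compound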
#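 technique = Kinase-Glo luminescence, ATP depletion format | system = purified MetRS (methionyl-tRNA synthetase) enzyme from Trypanosoma brucei | timing = 15 min preincubation, 2 h reaction, all 25 °C | evaluation = percent inhibition versus plate control medians | dosing = single dose, 11.9 µM final nominal, 0.9% final DMSO | also added = substrates ATP, L-methionine and bulk Escherichia coli tRNA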
# CSN deneddyl inh = inhibitors of CSN-mediated cullin deneddylation, primary screen, biochemical, fluorescence polarization, uHTS; actives 0.38% (n = 360,000); inhibition, % at 12.5 µM; AID 651999, 2013; Purified CSN, SCF-Nedd8-OG deneddylation;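 active = pattern-corrected inhibition above about 35%, with an unprinted fluorescence ratio check between 0.5 and 1.5, limit read from the data, passing the limit was not always enough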;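 note: 0% = enzyme with substrate and 100% = substrate without enzyme; some results filed as inactive read as strong as hits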
#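 Test system: Human Csn5 produced in HEK293T cells | Compound: 12.5 µM single point | Times: 90 min, room temperature | Signal: Fluorescence polarization readout | Read-out basis: % inhibition of substrate cleavage by Csn5 | Controls: no-enzyme wells high, enzyme-with-substrate wells low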
# MLLE-PAM2 inh = inhibitors of PABP1 MLLE–PAM2 peptide binding, primary screen, biochemical, fluorescence polarization, FITC-PAM2, GST-MLLE; inhibition, % at 20 µM; actives 0.36% (n = 360,000); in the data active = inhibition above about 35%, passing the limit was not always enough;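 note: plate controls were DMSO wells with GST-MLLE for no effect and wells lacking GST-MLLE protein for full effect; some results filed as inactive read as strong as hits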
# bovine MsrA act = bovine MsrA enzyme activators, primary screen, biochemical, absorbance, HTS; Methionine sulfoxide reductase A (Bos taurus); purified bovine MsrA, absorbance read-out; activation, % at 10.6 µM; actives 0.3% (n = 360,000); in the data active = activation above about 7.5%;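 note: 0% = vehicle and 100% = reference activator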
# eLon inh = inhibitors of E. coli Lon protease, primary screen, biochemical, fluorescence polarization; P0A9M0; actives 0.42% (n = 360,000); AID 602123, 2011; purified E. coli Lon protease; inhibition, % at 7.94 µM; in the data active = inhibition above about 13%, passing the limit was not always enough;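 note: 0% = enzyme with probe and DMSO and 100% = no enzyme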
# Target sequence (P0A9M0 whole entry, looked up): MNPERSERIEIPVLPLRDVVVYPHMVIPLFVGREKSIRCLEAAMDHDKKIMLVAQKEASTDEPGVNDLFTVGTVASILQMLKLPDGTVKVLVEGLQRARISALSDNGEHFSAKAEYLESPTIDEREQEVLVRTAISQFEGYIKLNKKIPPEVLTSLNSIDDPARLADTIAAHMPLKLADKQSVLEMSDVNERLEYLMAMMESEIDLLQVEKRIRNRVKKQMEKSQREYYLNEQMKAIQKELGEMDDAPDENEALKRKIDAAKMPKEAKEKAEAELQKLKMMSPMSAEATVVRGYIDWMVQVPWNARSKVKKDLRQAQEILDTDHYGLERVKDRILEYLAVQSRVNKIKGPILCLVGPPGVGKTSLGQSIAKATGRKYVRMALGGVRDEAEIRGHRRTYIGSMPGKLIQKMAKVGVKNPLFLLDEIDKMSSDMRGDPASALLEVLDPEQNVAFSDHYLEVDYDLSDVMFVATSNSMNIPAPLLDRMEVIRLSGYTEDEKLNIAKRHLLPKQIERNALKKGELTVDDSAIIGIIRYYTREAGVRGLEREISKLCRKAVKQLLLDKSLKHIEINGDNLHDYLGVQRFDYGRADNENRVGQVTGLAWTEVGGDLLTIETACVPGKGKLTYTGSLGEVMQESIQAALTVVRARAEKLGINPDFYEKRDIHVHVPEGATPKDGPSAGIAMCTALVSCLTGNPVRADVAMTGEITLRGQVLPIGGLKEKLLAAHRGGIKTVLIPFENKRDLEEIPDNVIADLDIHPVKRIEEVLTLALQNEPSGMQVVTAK
# MsrA inh = bovine MsrA enzyme inhibitors, primary screen, biochemical, absorbance, HTS | Methionine sulfoxide reductase A (Bos taurus) | purified bovine MsrA, absorbance read-out | inhibition, % at 15.5 µM | actives 0.75% (n = 360,000); in the data active = inhibition above about 4.5%;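 note: 0% = vehicle wells with enzyme and 100% = reference inhibitor wells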
# Rin1 Abl inh = inhibitors of Rin1-Abl protein binding, primary screen, biochemical, TR-FRET; Tyrosine-protein kinase ABL1 (Homo sapiens) + Ras and Rab interactor 1 (Homo sapiens), …; AID 588664, 2011; inhibition, % at 7.35 µM; actives 0.4% (n = 360,000); in the data active = inhibition above about 5%, passing the limit was not always enough
# FAS TE block = FAS thioesterase domain inhibitors, primary screen, biochemical, fluorescence intensity, uHTS; Fatty acid synthase (Homo sapiens), P49327; recombinant FAS-TE, OMFH fluorogenic substrate, fluorescence endpoint; inhibition, % at 15 µM; actives 0.67% (n = 360,000);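 active = compounds whose normalised, plate-corrected inhibition of enzyme fluorescence in the single-dose primary screen is 50% or more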;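 note: 0% = DMSO with enzyme and 100% = substrate without enzyme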
# * marks the source's active call; other numbers are inactive results; i = inactive; nt = no result given.
SMILES,Neddylation inh,TbMetRS inhib,CSN deneddyl inh,MLLE-PAM2 inh,bovine MsrA act,eLon inh,MsrA inh,Rin1 Abl inh,FAS TE block
COc1cccc(NC(=O)C2CCCN(S(C)(=O)=O)C2)c1 (stereo not drawn),i,-0.2,6,1,-2,7,-0.6,2,-5
CCCC(=O)NC(c1ccc(OC)cc1)c1ccc2cccnc2c1O (stereo not drawn),i,0.3,6,6,-3,11,-1.0,3,3
Cc1ccc(NS(=O)(=O)c2cccc(C(=O)N3CCOCC3)c2)cc1,i,-0.3,2,0,2,0,0.1,4,-2
O=C(NCc1nc2ccccc2[nH]1)C1=C[C@@H](C2CCCCC2)C[C@@H](OCCCCO)O1,i,48*,3,-4,-1,-1,0.3,0,-7
CCOC(=O)N1CCN(C(=O)Cn2c(C)cc3ccccc3c2=O)CC1,i,-0.2,-4,10,-2,-7,1.4,1,-13
CCOc1ccc(/C=N/NC(=O)Cc2ccccc2)cc1CN1CC2CC(C1)c1cccc(=O)n1C2 (stereo not drawn),i,0.5,1,0,-2,2,0.6,1,6
CCc1ccc(-c2nc(CN3CCCC(C(=O)NCCc4ccc(OC)c(OC)c4)C3)c(C)o2)cc1 (stereo not drawn),i,-0.5,6,-7,0,4,-0.3,-3,-2
Cc1nc(SCc2cccc(C(=O)O)c2)nc2c1CCCC2,i,-0.5,-1,2,-6,-4,1.9,-2,-4
COc1ccc(C(=O)/C=C/Nc2c(C)n(C)n(-c3ccccc3)c2=O)c(OC)c1,i,-0.6,8,6,-3,8,2.4,-2,-1
O=C(O)c1cc(-c2cccs2)[nH]n1,i,-0.2,1,-3,-1,-3,-0.4,-1,-1
Cc1nc(C(F)(F)F)nc(Nc2ccc(Br)cc2)c1C#N,i,-1.4,1,1,0,-1,-0.5,-1,-3
Cc1cc(C)nc(NCCCc2ccccc2)n1,i,-0.4,-5,-3,3,-10,0.6,-2,-4
CCc1nn(CCCC(=O)N2CCc3ccccc3C2)c(=O)c2cc3occc3n12,i,0.2,0,-5,-1,-3,2.3,0,0
Cc1ccccc1NC(=O)CSc1nc(O)cc(=O)n1C,i,0.1,0,13,-2,-2,0.0,-2,-7
COc1ccc(C(CNC(=O)COc2ccccc2)N2CCCCC2)cc1 (stereo not drawn),i,-0.1,-1,5,1,-20,0.3,3,-6
Cc1ccc(S(=O)(=O)N2C(=O)[C@@H]3Cc4ccccc4CN3C2=O)cc1,i,-0.5,0,-1,-3,7,-0.3,-2,-1
COc1ccc2sc(N(CCN(C)C)C(=O)c3cc(Cl)sc3Cl)nc2c1,i,-0.1,2,-3,1,-4,0.2,0,19
COc1ccc(CNC(=O)Cc2ccc(-c3ccccc3)cc2)cc1OC,i,4.3,2,8,0,8,-0.2,6,12
O=[N+]([O-])c1cnc2ccccn12,i,-1.1,-1,-7,-4,13,1.1,-1,-4
COc1ccc(NC(=O)C(c2cc3c(cc2[N+](=O)[O-])OCO3)N(C)Cc2ccccc2)cc1 (stereo not drawn),i,0.0,4,-5,-4,-2,0.1,0,31
COc1ccc(N=C2SC(C(=O)N3CCN(c4ccccc4)CC3)CC(=O)N2C)cc1 (stereo not drawn),i,0.4,-3,1,-1,-10,-1.0,1,5
COC(=O)CCCCC1SCC(NC(=O)c2ccccc2)C1=O (stereo not drawn),i,-1.0,-2,16,4,-2,0.5,2,-4
C=CCn1c(O)c(N=NC(=S)Nc2ccc(OC)c(Cl)c2)c2ccccc21,i,0.0,1,39,-3,5,-0.6,2,40
CCc1nc(NCC2CCCN2CC)c2nnn(Cc3ccccc3F)c2n1 (stereo not drawn),i,-1.8,-4,-10,-12,-5,-0.8,4,-5
COCCOC(=O)c1cc(C(=O)c2cc(Cl)ccc2O)coc1=N,i,0.0,-8,-24,-7,-15,1.6,5,-4
CCc1nc(C(N)=O)c2[nH]c(=O)n(-c3ccccc3F)c2n1,nt,0.6,-2,-9,-2,2,0.3,1,-3
O=C1N/C(=N/S(=O)(=O)c2ccccc2)S/C1=C/c1cccnc1,i,-0.5,7,-3,-13,-8,3.9,-1,-6
COCCCNC(=O)c1cccc2c(=O)c(C)c(-c3ccccc3)oc12,i,0.4,-6,1,-6,4,1.9,-2,-5
CCOCCCNC(=O)c1cc2c(=O)n3cccc(C)c3nc2n1C,nt,0.1,1,7,-8,-2,0.6,3,0
COc1ccc(CCNC(=O)CCOc2ccc(C)cc2)cc1OC,i,0.0,2,17,-4,-10,-0.3,1,-1
C=C(C)CSc1nnc(-c2ccc(C)cc2)n1N,i,0.0,-4,-34,-1,-3,-1.4,-4,-8
CCOc1ccccc1-n1c(SCC(N)=O)nnc1-c1ccco1,i,-1.6,-1,-3,-10,-2,nt,1,-5
O=C(N/N=C/c1ccc(O)c([N+](=O)[O-])c1)C(O)(c1ccccc1)c1ccccc1,i,0.2,-1,8,-5,1,6.4*,-2,-5
CCN(C(=O)c1cc2ccccc2oc1=O)c1ccccc1,i,-0.1,-2,1,-1,2,0.8,-5,-1
O=C(CSc1nc(O)cc(=O)n1-c1ccc(Cl)c(Cl)c1)Nc1ccc(Cl)cc1Cl,i,-0.3,-5,2,-2,-24,-1.7,0,9
C=CCn1c(SCC(=O)Nc2ccc(OC)cc2)nc2ccccc2c1=O,i,0.6,0,8,-1,-11,0.1,1,10
CCOC(=O)c1cnc(COc2ccccc2Cl)[nH]c1=O,i,-0.4,-1,-18,-3,0,-2.2,1,-4
CC(=O)Nc1nc2n(n1)C(c1ccccc1)C=C(c1ccccc1)N2 (stereo not drawn),nt,-0.2,-4,59*,0,31*,nt,-1,-7
COC(CNC(=O)c1ccc2c(c1)ncn2C1CCCCCC1)OC,i,0.2,3,10,0,-9,-0.3,-1,0
Cc1nc(SCC(=O)N(C)C2CCS(=O)(=O)C2)c2ccccc2n1 (stereo not drawn),i,-0.3,-2,16,-11,5,0.5,-2,-8
CCCCN(C(=O)C1CC(=O)N(c2ccc(OC)cc2OC)C1)c1c(N)n(CC(C)C)c(=O)[nH]c1=O (stereo not drawn),i,0.1,-2,-29,-4,-21,0.1,0,-7
CCCC(=O)Nc1cc(-c2cn3cccnc3n2)ccc1OC,i,0.6,-2,-2,-3,-4,2.3,1,-8
Cc1c(C=C(C#N)c2ccc([N+](=O)[O-])cc2)c(=O)n(-c2ccccc2)n1C,i,0.1,3,-15,-3,-2,1.2,-2,4
O=C(O)c1ccccc1C(=O)OCc1c(-c2ccccc2)ncc2ccccc12,i,0.5,-7,-13,-13,3,-0.4,3,-5
O=C(Nc1ccc(Cl)cc1)NC1CCCCC1Cc1ccco1 (stereo not drawn),i,0.3,0,10,-1,-12,0.9,0,20
CN(Cc1ccccc1)c1nc2c(c(=O)[nH]c(=O)n2C)n1CCCSc1ncccn1,i,-0.7,-3,7,-5,-9,2.9,-1,-8
C[C@@H]1CN([C@@H](C)CO)C(=O)c2cc(Br)cnc2O[C@H]1CN(C)Cc1ccc(-c2ccccc2)cc1,i,-0.1,1,-2,-3,-2,1.5,1,5
CCOc1cc(N2CCCC2)ccc1[N+](=O)[O-],i,0.0,-3,5,0,-13,1.7,-7,-8
CCN1C(=O)/C(=C\C=C\c2ccccc2[N+](=O)[O-])SC1=S,i,-0.1,-1,3,2,-10,-0.3,0,-68
Cc1cccc(OCC(=O)Nc2ccccc2N2CCCCC2)c1,i,0.2,-5,7,1,-9,0.7,1,30
CC1CCc2sc(C(=O)NCCCn3ccnc3)cc2C1 (stereo not drawn),i,-0.6,10,-19,-5,1,-0.3,4,-9
CC1CN(C(=O)c2cc3c(s2)CCC3)CC(C)O1 (stereo not drawn),i,-1.7,1,22,-4,-10,0.3,2,-10
O=C(O)/C=C/C(=O)Nc1ccccc1SC(F)(F)C(F)(F)C(F)(F)F,i,-0.2,-6,12,-3,4,0.0,4,-2
Cc1ccc2cc(CN(C(=O)c3ccncc3)C(C)C)c(=O)[nH]c2c1,i,-0.9,-1,2,-11,-11,1.7,4,-7
O=C(CCn1c(=O)c2cccn2c2cccnc21)NCc1cccc(Cl)c1,i,0.1,2,0,-1,-7,0.3,-3,15
Cc1ccc(C)c(NC(=O)c2ccccc2O)c1,i,-1.3,-6,-10,-9,-5,0.0,0,-6
CCc1sc(NC(=O)C(C)C)nc1-c1ccccc1,i,-0.8,3,11,-8,4,0.5,-1,1

# Filtered by structure: the compounds so far containing an NH in an aromatic ring (7)
SMILES,Neddylation inh,TbMetRS inhib,CSN deneddyl inh,MLLE-PAM2 inh,bovine MsrA act,eLon inh,MsrA inh,Rin1 Abl inh,FAS TE block
O=C(NCc1nc2ccccc2[nH]1)C1=C[C@@H](C2CCCCC2)C[C@@H](OCCCCO)O1,i,48*,3,-4,-1,-1,0.3,0,-7
O=C(O)c1cc(-c2cccs2)[nH]n1,i,-0.2,1,-3,-1,-3,-0.4,-1,-1
CCc1nc(C(N)=O)c2[nH]c(=O)n(-c3ccccc3F)c2n1,nt,0.6,-2,-9,-2,2,0.3,1,-3
CCOC(=O)c1cnc(COc2ccccc2Cl)[nH]c1=O,i,-0.4,-1,-18,-3,0,-2.2,1,-4
CCCCN(C(=O)C1CC(=O)N(c2ccc(OC)cc2OC)C1)c1c(N)n(CC(C)C)c(=O)[nH]c1=O (stereo not drawn),i,0.1,-2,-29,-4,-21,0.1,0,-7
CN(Cc1ccccc1)c1nc2c(c(=O)[nH]c(=O)n2C)n1CCCSc1ncccn1,i,-0.7,-3,7,-5,-9,2.9,-1,-8
Cc1ccc2cc(CN(C(=O)c3ccncc3)C(C)C)c(=O)[nH]c2c1,i,-0.9,-1,2,-11,-11,1.7,4,-7

# An excerpt from above in order of formula weight, descending:
SMILES,Neddylation inh,TbMetRS inhib,CSN deneddyl inh,MLLE-PAM2 inh,bovine MsrA act,eLon inh,MsrA inh,Rin1 Abl inh,FAS TE block
CN(Cc1ccccc1)c1nc2c(c(=O)[nH]c(=O)n2C)n1CCCSc1ncccn1,i,-0.7,-3,7,-5,-9,2.9,-1,-8
Cc1cccc(OCC(=O)Nc2ccccc2N2CCCCC2)c1,i,0.2,-5,7,1,-9,0.7,1,30
Cc1ccc(C)c(NC(=O)c2ccccc2O)c1,i,-1.3,-6,-10,-9,-5,0.0,0,-6

# High-throughput results (PubChem)
